Rv3671c protease: Rv3671c (M. tuberculosis) protease inhibition; P9WHR9; inhibition, % at 5.96 µM; 320,000 tested, 0.048% active; AID 2606; in the data active = inhibition above about 38%;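 also: extracellular domain of Rv3671c used as enzyme; 0% = enzyme with DMSO and 100% = no enzyme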
GDH-TPI inh: counter-screen for M. tuberculosis FBA inhibitors: GDH-TPI coupled enzymes; GDH-TPI coupled enzyme counterscreen, NADH absorbance; inhibition, % at 4.8 µM; 360,000 tested, 1.2% active; in the data active = inhibition above about 30%;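 also: 0% = DMSO wells and 100% = wells lacking the enzyme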
FadD28 FP inh: inhibitors of Mycobacterium tuberculosis FadD28 bisubstrate binding. FadD28 bisubstrate probe binding, fluorescence polarization. inhibition, % at 12.5 µM. 360,000 tested, 0.22% active. AID 588549; in the data active = inhibition above about 8.5%, passing the limit was not always enough; inconclusive = no clear call, values can overlap the other calls
BoNT-F LC inh: BoNT F light chain protease inhibition. Multiplex microsphere protease cleavage assay, flow cytometry. inhibition, % at 10 µM. 360,000 tested, 0.22% active. AID 588497; in the data active = inhibition above about 35%, passing the limit was not always enough; inconclusive = no clear call, values can overlap the other calls; also: plate controls were buffer without enzyme for full effect and enzyme alone for no effect
BioA inh: blocks M. tuberculosis BioA enzyme activity; purified M. tuberculosis BioA enzyme, plate reader; AID 602481; 360,000 tested, 0.096% active; inhibition, % at 9.99 µM; in the data active = inhibition above about 40%; inconclusive = no clear call, values can overlap the other calls
UGM FP inh: inhibitors of M. tuberculosis UDP-galactopyranose mutase | P9WIQ1 | purified UGM, fluorescence polarization probe displacement | inhibition, % at 10 µM | 320,000 tested, 0.06% active | AID 504406; in the data active = inhibition above about 10%, passing the limit was not always enough; inconclusive = no clear call, values can overlap the other calls
Target sequence (P9WIQ1 whole entry, looked up): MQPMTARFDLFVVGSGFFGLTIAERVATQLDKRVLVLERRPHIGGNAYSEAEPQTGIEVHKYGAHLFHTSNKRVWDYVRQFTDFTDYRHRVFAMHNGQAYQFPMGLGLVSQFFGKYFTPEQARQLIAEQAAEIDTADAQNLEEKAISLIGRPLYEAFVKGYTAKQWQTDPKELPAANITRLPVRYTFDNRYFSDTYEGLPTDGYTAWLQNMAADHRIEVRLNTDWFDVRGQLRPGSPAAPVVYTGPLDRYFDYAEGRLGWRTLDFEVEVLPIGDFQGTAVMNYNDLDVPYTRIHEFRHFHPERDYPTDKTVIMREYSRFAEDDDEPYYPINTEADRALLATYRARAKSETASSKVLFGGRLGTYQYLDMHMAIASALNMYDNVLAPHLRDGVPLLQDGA
FBA Mtb inh: Mtb fructose-bisphosphate aldolase inhibition; purified M. tuberculosis FBA, fluorescence read-out; inhibition, % at 1 µM; P9WQA3; 360,000 tested, 2.3% active; in the data active = inhibition above about 27%;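 also: 0% = vehicle and 100% = reference inhibitor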
Target sequence (P9WQA3 whole entry, looked up): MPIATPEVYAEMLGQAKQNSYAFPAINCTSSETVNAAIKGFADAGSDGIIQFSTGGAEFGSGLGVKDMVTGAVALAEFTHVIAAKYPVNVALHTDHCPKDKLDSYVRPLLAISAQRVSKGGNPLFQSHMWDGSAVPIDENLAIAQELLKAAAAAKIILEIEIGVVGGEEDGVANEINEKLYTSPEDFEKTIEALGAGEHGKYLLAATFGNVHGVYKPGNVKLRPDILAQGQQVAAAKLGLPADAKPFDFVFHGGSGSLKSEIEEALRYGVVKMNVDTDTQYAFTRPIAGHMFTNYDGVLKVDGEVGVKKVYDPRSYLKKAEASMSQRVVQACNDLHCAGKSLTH
MazEF act: activators of E. coli MazEF toxin-antitoxin RNase; FAM/BHQ RNA-DNA oligo cleavage fluorescence, 5 h; activation, % at 20 µM; AID 504720; 350,000 tested, 0.32% active; in the data active = activation above about 50%
Target sequence (P0AE70 whole entry, looked up): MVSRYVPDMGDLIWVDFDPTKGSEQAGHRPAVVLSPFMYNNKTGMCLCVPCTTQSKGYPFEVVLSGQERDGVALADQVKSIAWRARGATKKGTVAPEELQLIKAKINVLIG
PrPC TRFRET: reduces human prion protein on the cell surface. P04156. cell surface PrPC, TR-FRET read-out. inhibition, % at 13.8 µM. 370,000 tested, 0.43% active; in the data active = inhibition above about 24%; also: 0% = median of the test wells and 100% = reference compound wells
Starred values were filed as active, the others as inactive.

`Cc1ccc(CSCCNC(=O)CSc2ccccc2)cc1` gave Rv3671c protease -0.4, GDH-TPI inh 8.8, FadD28 FP inh -5.1, BoNT-F LC inh -5.0, BioA inh 0.9, UGM FP inh -0.5, FBA Mtb inh -1.0, MazEF act -4.8 and PrPC TRFRET -1.7.
For CC(=O)Nc1ccc(Oc2nc(-c3cccnc3)nc3sc4c(c23)CCCC4)cc1 the results were Rv3671c protease 0.1, GDH-TPI inh -1.4, FadD28 FP inh -0.8, BoNT-F LC inh -1.7, BioA inh 1.0, UGM FP inh -6.1, FBA Mtb inh -0.7 and MazEF act 4.4.
CCc1nnc(NS(=O)(=O)c2ccc(N3C(=O)c4ccc(C(=O)O)cc4C3=O)cc2)s1 was read as Rv3671c protease 13.2, GDH-TPI inh -4.7, FadD28 FP inh -4.7, BoNT-F LC inh 1.3, UGM FP inh 4.8, FBA Mtb inh -0.5, MazEF act 5.3 and PrPC TRFRET 0.2.
Screening CC(C)CN(C(=O)COC(=O)CNC(=O)c1ccccc1)c1c(N)n(Cc2ccccc2)c(=O)[nH]c1=O returned Rv3671c protease -7.6, GDH-TPI inh -4.1, FadD28 FP inh 1.4, BoNT-F LC inh -3.9, BioA inh 0.2, UGM FP inh -1.0, FBA Mtb inh 0.0, MazEF act 8.2 and PrPC TRFRET -7.8.
For Cc1cccc(S(=O)(=O)NC(=O)C2(C)CCN2C(=O)C/C=C/c2ccccc2)c1 (stereo not given) the results were GDH-TPI inh 0.9, FadD28 FP inh -0.6, BoNT-F LC inh 1.1, BioA inh -0.1, FBA Mtb inh -2.2 and PrPC TRFRET -8.8.
Screening Cc1ccc(S(=O)(=O)N2CCC(C(=O)OCC(=O)N3CCCC3=O)CC2)cc1C returned Rv3671c protease 1.7, GDH-TPI inh -1.1, FadD28 FP inh -2.6, BioA inh -1.5, UGM FP inh 0.8, FBA Mtb inh 1.5, MazEF act 3.2 and PrPC TRFRET 5.7.
COc1cc(OC)c2c(c1)C(=O)c1cc(OC)cc(OC)c1C2=O was read as Rv3671c protease -7.5, GDH-TPI inh -2.6, FadD28 FP inh -1.8, BoNT-F LC inh 12.2, BioA inh -1.3, UGM FP inh -1.4, FBA Mtb inh -0.8, MazEF act 10.4 and PrPC TRFRET -14.6.
Screening COC(=O)Cn1ncn2c(cc3oc(C)cc32)c1=O returned Rv3671c protease 9.1, GDH-TPI inh -2.5, FadD28 FP inh -2.4, BoNT-F LC inh -5.9, BioA inh 0.1, UGM FP inh 0.8, FBA Mtb inh 1.0, MazEF act 0.9 and PrPC TRFRET -3.0.
COc1cc(/C=N/NC(=O)c2cccs2)ccc1OCc1ccccc1 was read as Rv3671c protease 4.6, GDH-TPI inh 26.3, FadD28 FP inh -2.5, BoNT-F LC inh 2.6, UGM FP inh -0.7, FBA Mtb inh -5.3, MazEF act 2.3 and PrPC TRFRET -1.6.
For CCC(Sc1nc2ccncc2[nH]1)C(=O)Nc1cc(Cl)ccc1C (stereo not given) the results were Rv3671c protease 3.1, GDH-TPI inh -1.9, FadD28 FP inh -5.2, BoNT-F LC inh -12.2, BioA inh 2.1, UGM FP inh 0.3, FBA Mtb inh -0.5, MazEF act 6.3 and PrPC TRFRET -1.5.
`COC(=O)C1=NN(c2cccc3ccccc23)C2C(=O)N(c3ccccc3OC)C(=O)C12` (stereo not given) gave Rv3671c protease -0.3, GDH-TPI inh 6.9, FadD28 FP inh -1.2, BioA inh -0.5, UGM FP inh -2.2, FBA Mtb inh 2.0, MazEF act 4.5 and PrPC TRFRET -3.0.
CCCOC(=O)c1[nH]c2c(c1C)C(=O)CC(c1ccc(OC)c(OC)c1)C2 (stereo not given) was read as Rv3671c protease -3.4, GDH-TPI inh 6.6, FadD28 FP inh -0.8, BoNT-F LC inh 0.0, FBA Mtb inh 3.2, MazEF act 5.0 and PrPC TRFRET 0.0.
For COc1ccc(CNC(=O)c2ccc(NS(=O)(=O)c3ccc4[nH]c(=O)[nH]c4c3)cc2)cc1OC the results were Rv3671c protease -20.4, GDH-TPI inh -2.9, FadD28 FP inh -0.6, BoNT-F LC inh -18.7, BioA inh 0.7, UGM FP inh -0.7, FBA Mtb inh -1.1, MazEF act 3.7 and PrPC TRFRET 1.7.
Screening O=C(NC(=S)Nc1ccc2cn[nH]c2c1)c1ccccc1 returned Rv3671c protease 0.8, GDH-TPI inh 6.8, FadD28 FP inh -1.4, BoNT-F LC inh -7.1, UGM FP inh 1.0, FBA Mtb inh 2.3, MazEF act -0.1 and PrPC TRFRET 9.8.
`CN(Cc1ccc(Cl)cc1)C(=O)c1ccc2ccccc2n1` gave Rv3671c protease 0.3, GDH-TPI inh -5.2, FadD28 FP inh -4.1, BoNT-F LC inh 3.0, BioA inh 1.7, UGM FP inh -2.9, FBA Mtb inh 2.7, MazEF act -20.0 and PrPC TRFRET -6.4.
`COc1ccc(S(=O)Cc2ccc(C(=O)NCc3cccc(OC)c3)o2)cc1` (stereo not given) gave Rv3671c protease -3.4, GDH-TPI inh -4.3, FadD28 FP inh -2.5, BoNT-F LC inh -3.5, BioA inh 0.2, UGM FP inh -1.9, FBA Mtb inh 28.6*, MazEF act 10.7 and PrPC TRFRET 4.2.
`COc1ccc(/C=N\NC(=O)c2ccccc2F)cc1COc1ccc(F)cc1` gave Rv3671c protease 3.0, GDH-TPI inh 16.1, FadD28 FP inh -1.0, BoNT-F LC inh -3.3, BioA inh -1.4, UGM FP inh 2.6, FBA Mtb inh 1.0, MazEF act 0.6 and PrPC TRFRET 6.8.
For COc1ccc(N(CC(=O)NCCSCc2cccc(Cl)c2)S(C)(=O)=O)cc1Cl the results were Rv3671c protease 1.2, GDH-TPI inh 5.5, FadD28 FP inh -1.1, BoNT-F LC inh -14.0, BioA inh 0.1, UGM FP inh 0.1, FBA Mtb inh -1.7, MazEF act -5.8 and PrPC TRFRET -6.0.
Cc1ccc(S(=O)(=O)Nc2ccc3ccccc3c2[N+](=O)[O-])cc1 was read as GDH-TPI inh 10.5, FadD28 FP inh 2.0, BoNT-F LC inh 3.2, BioA inh 3.8, FBA Mtb inh -0.4, MazEF act -1.1 and PrPC TRFRET 2.5.
Screening CCN(CC)S(=O)(=O)c1cc(NC(=S)NC(=O)C2CCCC2)ccc1C returned Rv3671c protease -8.9, GDH-TPI inh 10.5, FadD28 FP inh -2.4, BoNT-F LC inh 9.9, BioA inh 6.3, UGM FP inh 1.0, FBA Mtb inh 4.9, MazEF act 0.7 and PrPC TRFRET 1.7.
For O=C(Oc1ccccc1)c1cc(O)c(O)c(O)c1 the results were FadD28 FP inh -2.6, BoNT-F LC inh -5.4, BioA inh -2.8 and FBA Mtb inh 0.9.
For Cc1ccc(C)c(NC(=S)N2CCCCC2CO)c1 (stereo not given) the results were Rv3671c protease 5.1, GDH-TPI inh -2.2, FadD28 FP inh -1.9, BoNT-F LC inh -2.1, UGM FP inh 0.5, FBA Mtb inh -4.5, MazEF act 6.7 and PrPC TRFRET -1.5.
Screening O=C(NC(=S)NN1CCOCC1)c1cc(Br)ccc1Cl returned Rv3671c protease -0.5, GDH-TPI inh -7.6, BoNT-F LC inh 1.6, BioA inh -1.4, UGM FP inh 1.0, FBA Mtb inh 0.3, MazEF act 3.8 and PrPC TRFRET 4.8.
`O=C(C[C@H]1C/C=C\C[C@H](NC(=O)OCC2c3ccccc3-c3ccccc32)C(=O)O[C@@H](c2ccccc2)CNC1=O)NCCO` gave Rv3671c protease -0.5, GDH-TPI inh 11.5, FadD28 FP inh -1.7, BoNT-F LC inh -9.0, BioA inh -3.8, UGM FP inh 3.8, FBA Mtb inh 7.0, MazEF act -23.1 and PrPC TRFRET 0.6.
For Cc1nn(-c2ccccn2)c2c1-c1nc(N)ncc1CC2 the results were Rv3671c protease 0.5, GDH-TPI inh 3.9, FadD28 FP inh -2.8, BoNT-F LC inh -18.3, BioA inh 1.9, UGM FP inh -0.9, FBA Mtb inh 30.4*, MazEF act 2.0 and PrPC TRFRET -4.8.
For CN(C)S(=O)(=O)c1ccc(Cl)c(NC(=O)COC(=O)CN2C(=O)C3CCCCC3C2=O)c1 (stereo not given) the results were Rv3671c protease 11.3, GDH-TPI inh -0.6, FadD28 FP inh 0.3, BoNT-F LC inh 2.6, UGM FP inh -3.2, FBA Mtb inh 0.0, MazEF act 11.5 and PrPC TRFRET -9.8.
`Cc1ccccc1OCCC(=O)Nc1ccc(S(=O)(=O)N(C)C2CCN(C)CC2)cc1` gave Rv3671c protease -3.2, GDH-TPI inh -0.7, FadD28 FP inh -1.2, BoNT-F LC inh -6.8, BioA inh -0.1, UGM FP inh 2.4, FBA Mtb inh 2.0, MazEF act 5.8 and PrPC TRFRET -2.7.
For COc1ccc(CNC(=O)CCc2nc(-c3ccccc3F)no2)c(OC)c1 the results were Rv3671c protease -2.2, GDH-TPI inh 5.9, FadD28 FP inh 0.9, BoNT-F LC inh 3.7, BioA inh -0.6, UGM FP inh -0.2, FBA Mtb inh 0.9, MazEF act -7.7 and PrPC TRFRET 6.0.
Screening CCC(=O)c1ccc(N2CCN(C(=O)Cc3ccccc3)CC2)c(F)c1 returned Rv3671c protease 2.5, GDH-TPI inh 4.8, FadD28 FP inh 0.4, BoNT-F LC inh inconclusive, BioA inh 34.3, UGM FP inh -0.5, FBA Mtb inh 7.0, MazEF act -0.3 and PrPC TRFRET 8.3.
COc1cccc(CC2(CO)CCCN(C(=O)c3cc[n+]([O-])cc3)C2)c1 (stereo not given) was read as Rv3671c protease 2.4, GDH-TPI inh 0.3, FadD28 FP inh -1.9, BoNT-F LC inh -2.9, BioA inh -0.2, UGM FP inh -0.8, FBA Mtb inh -3.2, MazEF act -0.9 and PrPC TRFRET -12.5.
Screening CCCCCCN1C=CC=C/C1=C\C=C(C#N)C#N returned Rv3671c protease 1.9, GDH-TPI inh 1.5, FadD28 FP inh -0.1, BioA inh -4.8, UGM FP inh 15.6*, FBA Mtb inh -19.6, MazEF act -63.0 and PrPC TRFRET -24.3.
For O=C(N/N=C\c1ccc2c(c1)OCO2)c1cncc(Br)c1 the results were Rv3671c protease -3.5, GDH-TPI inh 18.7, FadD28 FP inh -0.4, BoNT-F LC inh 3.2, BioA inh 0.4, UGM FP inh 0.2, FBA Mtb inh -0.4, MazEF act 4.5 and PrPC TRFRET -5.3.
For CN(C)c1ccc(/C=C/c2nc3ccccc3c(=O)[nH]2)cc1 the results were Rv3671c protease 0.1, GDH-TPI inh 8.1, FadD28 FP inh -1.4, BoNT-F LC inh 5.1, UGM FP inh -0.7, FBA Mtb inh -1.4, MazEF act -104.6 and PrPC TRFRET 3.7.
For CCOC(=O)C(C)Sc1nc2c(cnn2-c2ccc(F)cc2)c(=O)[nH]1 (stereo not given) the results were Rv3671c protease -3.9, GDH-TPI inh 12.4, FadD28 FP inh -0.8, BoNT-F LC inh 11.2, BioA inh -2.1, UGM FP inh -0.2, FBA Mtb inh 1.2, MazEF act 3.7 and PrPC TRFRET 3.1.
Screening CCS(=O)(=O)N1CCC(C(=O)Nc2ccccc2OC)CC1 returned Rv3671c protease -6.9, GDH-TPI inh 11.4, FadD28 FP inh 1.5, BoNT-F LC inh -11.6, BioA inh -1.9, UGM FP inh -1.5, FBA Mtb inh 2.7, MazEF act 2.5 and PrPC TRFRET -1.5.
CCOc1ccc(C2NC(=O)NC(C)=C2[N+](=O)[O-])cc1OC (stereo not given) was read as Rv3671c protease -4.3, GDH-TPI inh 15.9, FadD28 FP inh 1.4, BoNT-F LC inh 3.5, BioA inh -0.6, UGM FP inh -0.8, FBA Mtb inh -0.3, MazEF act 6.5 and PrPC TRFRET 0.9.

An excerpt of the results above, for reference:
Screening CCCCCCN1C=CC=C/C1=C\C=C(C#N)C#N returned Rv3671c protease 1.9, GDH-TPI inh 1.5, FadD28 FP inh -0.1, BioA inh -4.8, UGM FP inh 15.6*, FBA Mtb inh -19.6, MazEF act -63.0 and PrPC TRFRET -24.3.
For O=C(N/N=C\c1ccc2c(c1)OCO2)c1cncc(Br)c1 the results were Rv3671c protease -3.5, GDH-TPI inh 18.7, FadD28 FP inh -0.4, BoNT-F LC inh 3.2, BioA inh 0.4, UGM FP inh 0.2, FBA Mtb inh -0.4, MazEF act 4.5 and PrPC TRFRET -5.3.

Screening results as filed in PubChem.
